# CHT block – inhibits the human high affinity choline transporter; Q9GZV3; CHT-expressing cells, membrane potential dye, choline response; active compounds read low; B-score at 10 µM; 0.86% of 310,000 active;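 active = B-score over 3 SD under the library average, and starting fluorescence ratio not unusually high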;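 also: choline stimulus applied at its EC90 after an EC20 pre-addition; B-score computed on integrated fluorescence ratio after choline addition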
# Target sequence (Q9GZV3 whole entry, looked up): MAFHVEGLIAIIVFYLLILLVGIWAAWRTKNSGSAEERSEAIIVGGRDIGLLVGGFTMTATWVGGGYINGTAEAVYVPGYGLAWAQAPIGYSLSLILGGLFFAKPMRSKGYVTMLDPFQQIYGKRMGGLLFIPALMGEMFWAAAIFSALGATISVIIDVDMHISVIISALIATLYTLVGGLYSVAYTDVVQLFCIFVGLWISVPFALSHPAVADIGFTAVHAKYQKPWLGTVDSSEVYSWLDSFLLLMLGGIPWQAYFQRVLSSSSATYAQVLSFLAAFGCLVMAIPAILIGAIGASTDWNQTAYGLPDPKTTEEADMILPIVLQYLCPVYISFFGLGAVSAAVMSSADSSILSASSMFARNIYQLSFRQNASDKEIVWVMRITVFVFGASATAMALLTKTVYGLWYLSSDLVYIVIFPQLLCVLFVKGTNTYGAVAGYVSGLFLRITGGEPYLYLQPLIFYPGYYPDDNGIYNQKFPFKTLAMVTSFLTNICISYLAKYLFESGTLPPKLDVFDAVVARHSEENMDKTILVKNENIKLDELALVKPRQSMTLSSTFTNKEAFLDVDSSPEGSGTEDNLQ
# Kir21 block – Kir2.1 (mouse) channel inhibition; P35561; HEK293-Kir2.1, FluxOR thallium flux fluorescence; active compounds read low; B-score at 10 µM; 0.85% of 310,000 active;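 active = fluorescence ratio B-score at or below minus 3 SD of library scores, with starting-brightness B-score within 2 SD, cut at about -4.2 in these data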;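 also: channel flux triggered by added potassium and thallium sulfate stimulus; B-score of peak minus minimum fluorescence over baseline after thallium stimulus; more negative B-score means stronger Kir2.1 block with less thallium influx; some compounds called inactive have numbers as strong as hits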
# Target sequence (P35561 whole entry, looked up): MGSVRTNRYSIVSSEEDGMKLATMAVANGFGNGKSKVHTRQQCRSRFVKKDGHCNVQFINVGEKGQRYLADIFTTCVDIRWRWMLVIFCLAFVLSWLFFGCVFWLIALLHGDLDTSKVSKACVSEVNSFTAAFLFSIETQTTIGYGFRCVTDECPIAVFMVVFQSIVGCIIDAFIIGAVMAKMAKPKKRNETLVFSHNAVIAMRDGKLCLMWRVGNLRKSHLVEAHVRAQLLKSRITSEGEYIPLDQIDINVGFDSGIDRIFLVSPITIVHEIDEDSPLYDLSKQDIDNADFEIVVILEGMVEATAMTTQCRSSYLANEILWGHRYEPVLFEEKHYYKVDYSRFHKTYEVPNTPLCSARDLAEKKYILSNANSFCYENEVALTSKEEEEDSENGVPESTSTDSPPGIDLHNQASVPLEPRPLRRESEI
# Active calls of the source: *; i = inactive; / = not tested or not shown.
structure	CHT block	Kir21 block
O=[N+]([O-])c1ccccc1/C=N/Nc1nnc(-c2ccccc2)c(-c2ccccc2)n1	i	0.18
CC(C)C(=O)NCCSc1c[nH]c2ccccc12	i	0.16
COC(=O)c1ccc(NC(=O)CSc2nncc3ccc(OC)c(OC)c23)cc1	i	1.2
O=C(NCCO)C(=O)Nc1cc2c3c(c1)CCC(=O)N3CCC2	i	0.02
CCNc1nc(N)nc(-c2cc(Cl)ccc2OC)n1	i	0.04
COCCCNCCOCCOc1ccccc1-c1ccccc1	i	-3.9
Cc1ccc(-n2nc(C(=O)O)cc2-c2ccccc2Cl)cc1	i	-0.64
O=C(CCCn1c(=S)[nH]c2ccccc2c1=O)N1CCN(c2cccc(Cl)c2)CC1	i	-0.4
COc1ccccc1CCNC(=O)C(=O)NCCC1CCCCN1S(=O)(=O)c1ccccc1 (stereo not given)	i	-0.23
COc1ccc(NC(=O)c2oc3ccccc3c2NC(=O)c2ccc3c(c2)OCO3)cc1	i	-0.34
O=C1[C@@H]2Cc3c([nH]c4ccccc34)C(c3ccc([N+](=O)[O-])cc3)N2C(=O)CN1C1CC1 (stereo not given in full)	i	-1.6
COC(=O)c1ccc(OCCN2CCCCCC2)cc1	i	0.05
CC(=O)Nc1ccc(NC(=O)CNS(=O)(=O)c2ccc(C)cc2)cc1	i	0.58
COc1cccc(-n2c(=S)[nH]c3c(oc4ccccc43)c2=O)c1	i	1.9
COC(=O)COc1ccc(Oc2cc(C)nc(SC)n2)nn1	i	-0.07
CCOC(=O)N1CCN(C(=O)c2ccc3c(c2)sc2nc(-c4ccccc4)cn23)CC1	i	1.3
CCCCC(O)(CCCC)C(=O)NN(C(=O)c1cccnc1Cl)c1ccccc1	i	1
Cc1ccc(N=Cc2cc3c(cc2O)OC(N)=C(C#N)C3c2ccccc2)cc1 (stereo not given)	i	-0.47
O=[N+]([O-])c1ccc(O)c(/C=N/n2cnnc2)c1	i	0.64
COc1ccc(C(=O)Nc2cc3c(oc2=O)CCCC3=O)cc1	i	0.95
CC(C)OC(=O)c1ccc(S(N)(=O)=O)o1	i	1.9
C/C(=N\NC(=O)C1=NNC(=O)C1C)c1cccs1 (stereo not given)	i	-1.5
O=C(NCC1CCCO1)C(c1cccs1)N(C(=O)c1ccc(-c2ccccc2)[nH]1)C1CCCC1 (stereo not given)	i	1.4
CN=C(C)/C(C(=O)OC)=C(/O)c1c(F)cccc1F	i	-1.2
COc1ccc(/C(C#N)=C/c2c(-c3ccc(Cl)cc3)nc3c(C)cccn23)cc1	i	0.04

# Four entries drawn at random from the list so far:
structure	CHT block	Kir21 block
CC(=O)Nc1ccc(NC(=O)CNS(=O)(=O)c2ccc(C)cc2)cc1	i	0.58
CC(C)C(=O)NCCSc1c[nH]c2ccccc12	i	0.16
COc1ccc(C(=O)Nc2cc3c(oc2=O)CCCC3=O)cc1	i	0.95
Cc1ccc(N=Cc2cc3c(cc2O)OC(N)=C(C#N)C3c2ccccc2)cc1 (stereo not given)	i	-0.47

# Next compounds.
structure	CHT block	Kir21 block
Cc1nccn1-c1ccc(C(F)(F)F)cc1NC=O	i	-0.81
O=C(O)Cn1c(-c2ccccc2)cc2ccccc21	i	0.57
CCCN1C(=O)C2(SC(NC(C)=O)=NN2C(C)=O)c2cc(C)ccc21 (stereo not given)	i	0.06
CCCOc1ccc(NC(=O)C2CC(=O)N/C(=N/N=C(\C)CCc3ccc4c(c3)OCO4)S2)cc1 (stereo not given)	i	-0.6
CCOC(=O)C1(CCCc2ccccc2)CCN(C(=O)CCCn2cncn2)CC1	-5*	-1.1
Cc1ccc(Cn2nnc3c(=O)[nH]c(C4CCCN(C(=O)Nc5ccc(F)cc5)C4)nc32)cc1 (stereo not given)	i	-0.07
Cc1ccc(-n2nc3c(c2NC(=O)c2ccc4c(c2)OCO4)CS(=O)C3)cc1 (stereo not given)	i	0
COc1ccccc1NC(=O)Cn1cc(C#N)c2ccccc21	i	-1.8
COc1ccccc1NC(=O)N1CCN(CCc2ccccc2)CC1	i	-0.09
O=C(N/C(=C\c1ccc(Br)cc1)C(=O)N1CCOCC1)c1ccco1	i	-0.33
CCN(CC)C(=O)/C(=C/c1cccc([N+](=O)[O-])c1)NC(=O)c1ccco1	i	0.24
COc1ccc(Br)cc1C1CC(=O)N2CN(Cc3ccccc3)CSC2=C1C#N (stereo not given)	i	-0.12
COc1ccc(CNC(=O)C2CCCN(S(=O)(=O)c3ccc(F)cc3)C2)cc1 (stereo not given)	i	1.6
COc1ccccc1C1/C(=C(/O)c2ccc(Cl)cc2)C(=O)C(=O)N1CCN1CCOCC1 (stereo not given)	i	-0.16
CCCSCCCNC(=O)CN1C(=O)COc2ccc(S(=O)(=O)N3CCCC3)cc21	i	1.1
CCC(Oc1ccccc1F)C(=O)Nc1ccc2c(c1)n(C)c(=O)n2C (stereo not given)	i	2
COc1ccc(Cl)cc1Nc1nc(-c2sc(NC(=O)C(C)(C)C)nc2C)cs1	i	0.79
C/C(=N\NC(=O)CSc1nc2ccccc2o1)c1ccc(O)cc1	i	0.4
CC1=CC(c2ccc(Cl)cc2)n2nc(NC(=O)CCC(=O)O)nc2N1 (stereo not given)	i	0.43
O=C(COc1nncc2ccccc12)Nc1c(F)c(F)c(F)c(F)c1F	i	-2.6
Cc1nn(C)c(Oc2ccccc2)c1CCNS(=O)(=O)c1ccc(F)cc1	i	-0.79
Cc1cc(C)c(NC(=O)COC(=O)CSc2ccc(Br)cc2C)c(C)c1	i	-0.02
O=C1c2ccccc2NC2CCCCC12 (stereo not given)	i	0.09
COc1ccc(-c2nnc(SCC(=O)N(C)C3CCS(=O)(=O)C3)n2N)cc1OC (stereo not given)	i	1.1
NC(=O)COc1ccc(-c2noc(COc3ccccc3[N+](=O)[O-])n2)cc1	i	0.75
O=C(NCCC1=CCCCC1)c1ccc(Br)o1	i	1.1
O=c1[nH]cnc2c1C(c1ccccc1[N+](=O)[O-])c1c(nc[nH]c1=O)O2	i	-1.5
CCC(Oc1ccccc1C)C(=O)Nc1ccc(S(=O)(=O)Nc2cc(C)on2)cc1 (stereo not given)	-6*	-0.07
Cc1cccc(NC(=O)c2cc(-c3cc(C)cc(C)c3O)n[nH]2)c1	i	0
CCOc1ccccc1CNC(=O)C1CCCN(c2nn3c(=O)cc(C)nc3s2)C1 (stereo not given)	i	-0.33
O=C1c2ccccc2-c2nnc(-c3ccccc3)cc21	i	-0.19
COC(=O)c1sccc1NC(=S)N1CC(C)CC(C)C1 (stereo not given)	i	0
CC1(C)CC(NCc2cccc([N+](=O)[O-])c2)CC(C)(C)N1	i	0.3
O=C(O)c1cc(-c2cc3ccccc3o2)nn1-c1ccccc1	i	0.13
CC(=O)Nc1ccc(C(=O)CSc2nccc(=O)[nH]2)cc1	i	1.5
O=C(Oc1cccnc1)c1cc2ccccc2oc1=O	i	0.01
Cn1c(N)c(C(=O)COC(=O)c2cc(C(F)(F)F)nc3ccccc23)c(=O)n(C)c1=O	i	0.47
COc1ccc(N2C(=O)C3CCCN3C2c2cc(OC)c(OC)cc2OC)cc1 (stereo not given)	i	-1.1
CCCc1nc(NC(C)=O)c(C#N)c(-c2ccco2)c1CC	i	-0.98
Cc1ccc(S(=O)(=O)NC2CCOC(C)(C)C2)cc1 (stereo not given)	i	0.78
N/C(Cc1ccc(Cl)cc1)=N\OC(=O)c1ccc2ccccc2c1	i	1.8
COc1ccc([C@@H]2CC=C(C(=O)O)[C@H](c3ccc(Cl)cc3)N2S(=O)(=O)c2ccc(Cl)cc2)cc1	i	/
O=C(c1ccc2nc(N3CCCCC3)sc2c1)N1CCN(Cc2ccc3c(c2)OCO3)CC1	i	0.21
CCOc1ccc(NC(=O)c2nsc(Cl)c2Cl)cc1	i	0.13
CCOC(=O)C1CCN(S(=O)(=O)c2ccc3c(c2)CC(=O)N3C)CC1	i	-0.38
Cc1cc(-c2nnc(CCC(=O)NCc3ccc(OC(F)(F)F)cc3)o2)no1	i	1.2
C=CCn1c(C)cc(C(=O)CSc2nc3ccccc3[nH]2)c1C	i	-0.15
CCN(CC)c1ccc(C(=O)OCC(=O)c2ccco2)cc1	i	0.81
CCNc1nc(NC#N)nc(SCC(=O)OCC)n1	i	1.6
CCOC(=O)C1=C(N)Oc2ccc3ccccc3c2C1c1ccc(O)cc1 (stereo not given)	i	1.4

# Further results follow:
# Second line of a record: CHT block	Kir21 block
- CC1(c2nnc(-c3cccc(Cl)c3)o2)CC(c2cccc(F)c2)=NO1 (stereo not given)
    i	0.93
- COc1ccc(C2C(C(=O)NCc3ccccn3)c3ccccc3C(=O)N2C)cc1OC (stereo not given)
    i	0.83
- COc1ccc(CNC(=S)N/N=C/c2ccncc2)cc1
    i	0.69
- Cc1ccc(CNC(=O)c2oc3ccc(S(=O)(=O)N4CCOCC4)cc3c2C)cc1
    i	-2.5
- CC(C)CCOc1ccc(C(=O)N2CCN(c3ncccn3)CC2)cc1
    i	-0.03
- Cc1ccc(NCc2nnc3n2CCCCC3)c(C)c1
    i	1.1
- C[C@@H]1C=C[C@](Cc2ccccc2)(C(=O)NCC2CC2)N1C(=O)c1ccccc1
    i	1.6
- O=C(CCNC(=O)N1CC(=O)Nc2ccccc21)NCc1cccc(Cl)c1
    i	-1
- Cc1ccc(N(C(=O)c2cccs2)C2C=CS(=O)(=O)C2)cc1 (stereo not given)
    i	-2.1
- COc1ccc(-c2nnc(C3CCN(S(=O)(=O)c4ccccc4)CC3)o2)cc1
    i	-0.17
- O=C(Nc1ccc(N2C(=O)c3cccc4cccc(c34)C2=O)cc1)c1ccc(N2CCCCC2)c([N+](=O)[O-])c1
    i	0.29
- CC(=O)Nc1ccc(SCCC2CCCCN2C)cc1 (stereo not given)
    i	-0.17
- O=C(/C=C/c1c(F)cccc1Cl)N1CCOCC1
    i	-0.12
- c1nc(Nc2ccc(N3CCOCC3)cc2)c2ccsc2n1
    i	-1.1
- Cc1ccc(CNS(=O)(=O)c2ccc(C)s2)cc1
    i	1.1

# Complete entries, quoted from the list. Order of screens: CHT block	Kir21 block
# COc1ccc(CNC(=S)N/N=C/c2ccncc2)cc1 as listed: i	0.69
# C[C@@H]1C=C[C@](Cc2ccccc2)(C(=O)NCC2CC2)N1C(=O)c1ccccc1 as listed: i	1.6

# CHT block, hit marks shown above
# Second line of a record: CHT block	Kir21 block
- CCOC(=O)C1(CCCc2ccccc2)CCN(C(=O)CCCn2cncn2)CC1
    -5*	-1.1
- CCC(Oc1ccccc1C)C(=O)Nc1ccc(S(=O)(=O)Nc2cc(C)on2)cc1 (stereo not given)
    -6*	-0.07

# The results go on:
# Second line of a record: CHT block	Kir21 block
- CC(C)(C)c1cc(CCC(=O)NNC(=O)c2ccco2)cc(C(C)(C)C)c1O
    i	-0.07
- CS(=O)(=O)C1=NN2C(=N)/C(=C\c3ccc(OCCOc4ccccc4)cc3)C(=O)N=C2S1
    i	1.3
- CCN(CC)CC#CCC(O)(c1ccccc1)c1ccc(Br)cc1 (stereo not given)
    i	-1
- O=C(CN1CCN(S(=O)(=O)c2ccc(Br)cc2)CC1)Nc1ccccc1C(=O)c1ccccc1
    i	-0.15
- COc1ccccc1C(=O)NC(=O)Nc1nc(-c2ccccc2)cc(C(F)(F)F)n1
    i	0.3
- CC(=O)/C=C(\C)Nc1c(C)n(C)n(-c2ccccc2)c1=O
    i	1.6
- Cc1cc(C)n2nc(SCC(=O)Nc3c(C)nn(-c4ccccc4)c3C)nc2n1
    i	2
- CC(=O)c1ccccc1C(=O)N(C)C1CCCN(Cc2ccccc2F)C1 (stereo not given)
    i	0.16
- CCN1C(=O)N[C@@H](c2ccco2)C(C(=O)OC)=C1C
    i	-1.2
- COc1ccccc1CNC(=O)COc1cccc(-n2cnnn2)c1
    i	0.69
- COC(=O)C(C(=O)Nc1ncccn1)C1CCCCCC1 (stereo not given)
    i	0.17
- CC(C)c1ccc(NC(=O)NC2CCN(CC(=O)Nc3cccc4ccccc34)CC2)cc1
    i	-0.03
- COc1ccc(NC(=O)COC(=O)C2CC(=O)N(c3ccc(OC(C)C)cc3)C2)cc1 (stereo not given)
    i	0.09
- C=Cn1cc[n+](CC(=O)c2ccc(Cl)c(Cl)c2)c1
    -7.2*	0.48
- CCc1ccccc1N1C[C@@]23C=C[C@@H](O2)C(C(=O)OCC(C)C)[C@H]3C1=O (stereo not given in full)
    i	0.18
- O=C(NC1CC1)C1=C[C@@H](c2ccc3c(c2)OCO3)C[C@@H](OCc2ccc(CO)cc2)O1
    i	-0.15
- COc1ccc(CCNC(=O)COC(=O)c2cnc(C)cn2)cc1
    i	-2.3
- COC(=O)c1ccc(NC(=O)CN2CCN(c3ccc(Cl)cc3)CC2)cc1
    i	-0.31
- Brc1ccc2nc3c(n2c1)CCCC3
    i	-0.44
- CCN1CCN(S(=O)(=O)c2ccc(Oc3ccccc3OC)cc2)CC1
    i	0.3
- Cc1cc(=O)oc(C)c1C(=O)Nc1cccc2ccccc12
    i	1.4
- COc1ccc(CN2CCn3nc(C(=O)NC(C)C)cc3C2=O)cc1
    i	1.6
- COC(=O)c1[nH]c2cc(C)ccc2c1NC(=O)CN1CCc2cc(OC)c(OC)cc2C1
    i	0.07
- CCN(C(=O)COC(=O)CCCN1C(=O)c2cccc3cccc(c23)C1=O)C1CCS(=O)(=O)C1 (stereo not given)
    i	0.53
- O=C(CSc1ncnc2[nH]ncc12)Nc1cccc(Oc2ccccc2)c1
    i	-0.93
- O=C1c2ccccc2C(=O)N1CCCCN(C(=O)c1cc([N+](=O)[O-])cc([N+](=O)[O-])c1)c1ccc(Cl)cc1
    i	-2.7
- CN(C)Cc1c(C(=O)N/N=C/c2cccc(OCc3ccccc3)c2)nnn1-c1nonc1N
    i	0.7
- COCCCNS(=O)(=O)c1ccc(OC)c(Cl)c1Cl
    i	-0.97

# Screening data: PubChem, Johns Hopkins Ion Channel Center

# Not a hit list; about 1.6% have a hit in one of these screens.
